CCT chaperon mod – High-Throughput Screening for Modulators of Cytosolic Chaperonin Activity; purified chaperonin ATPase assay, HTRF ADP detection, 30 min; activity change, % (test concentration not listed), hits read low; actives 0.3% (n = 360,000); in the data active = activity change below about -30%; also: % is scaled to controls: 0 for no effect and ±100 for the full control effect
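ATPase activity: ADP formed was measured by HTRF Transcreener (665/615 nm ratio) after 30 min at 37 deg C with 10 uM ATP. Compounds screened at one 76 uM concentration against 40 or 20 nM TRiC in Tris pH 7.4/KCl/MgCl2/DTT buffer.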
EPAC2 antag – qHTS for Antagonist of cAMP-regulated guanine nucleotide exchange factor 2 (EPAC2): primary screen; Potency, µM (highest dose often 114 µM), for inactives: at the highest dose activity, negative = inhibition, actives largely listed as inhibitors; EPAC2 GEF exchange of Rap1B-BODIPY-GDP, fluorescence; actives 0.18% (n = 360,000); AID 720708, 2013; Rap guanine nucleotide exchange factor 4 (Homo sapiens), Q8WZA2; also: potency is read from the fitted curve at half-maximal effect; % is scaled to controls: 0 for no effect and ±100 for the full control effect; nearly all actives have a fitted effect of over 45% in size; many of its hits are not listed in these tables
Target sequence (Q8WZA2 whole entry, looked up): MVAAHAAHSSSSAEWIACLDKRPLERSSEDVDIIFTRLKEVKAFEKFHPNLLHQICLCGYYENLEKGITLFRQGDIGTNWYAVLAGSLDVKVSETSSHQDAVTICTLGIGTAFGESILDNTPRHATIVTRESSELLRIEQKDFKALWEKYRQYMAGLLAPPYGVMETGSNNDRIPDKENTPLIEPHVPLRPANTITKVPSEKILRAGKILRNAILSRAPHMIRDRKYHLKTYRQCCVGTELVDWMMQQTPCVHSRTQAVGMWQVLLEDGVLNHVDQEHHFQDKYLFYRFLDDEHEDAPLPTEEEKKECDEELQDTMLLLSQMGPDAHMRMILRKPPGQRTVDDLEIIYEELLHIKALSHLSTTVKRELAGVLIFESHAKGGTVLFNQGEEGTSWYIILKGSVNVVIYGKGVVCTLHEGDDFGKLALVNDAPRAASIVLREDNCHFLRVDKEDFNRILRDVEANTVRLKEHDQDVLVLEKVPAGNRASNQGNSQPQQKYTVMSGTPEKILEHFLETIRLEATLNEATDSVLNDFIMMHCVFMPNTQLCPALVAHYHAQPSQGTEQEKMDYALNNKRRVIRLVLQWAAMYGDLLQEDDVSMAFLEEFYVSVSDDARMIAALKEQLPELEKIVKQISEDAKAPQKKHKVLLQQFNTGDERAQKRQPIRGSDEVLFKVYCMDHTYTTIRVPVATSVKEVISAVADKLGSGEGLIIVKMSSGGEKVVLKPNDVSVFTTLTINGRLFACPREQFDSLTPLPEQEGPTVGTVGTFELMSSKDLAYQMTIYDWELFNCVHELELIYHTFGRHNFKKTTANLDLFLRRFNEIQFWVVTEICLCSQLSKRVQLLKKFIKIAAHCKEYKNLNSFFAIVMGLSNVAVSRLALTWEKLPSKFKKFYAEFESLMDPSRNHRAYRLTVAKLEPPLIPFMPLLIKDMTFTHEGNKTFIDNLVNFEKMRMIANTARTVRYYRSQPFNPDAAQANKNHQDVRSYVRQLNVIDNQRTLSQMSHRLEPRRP
TGFb SMAD3 inh – qHTS for Inhibitors of TGF-b; actives 1.2% (n = 410,000); HepG2 CAGA-GFP TGF-b/SMAD3 reporter, GFP fluorescence, 18 h; TGF-beta stimulated, 500 pg/mL final; Potency, µM (doses to about 46.1 µM), for inactives: top-dose activity, negative = inhibition, most hits filed as inhibitors; also: potency is read from the fitted curve at half-maximal effect; % is scaled to controls: 0 for no effect and ±100 for the full control effect; nearly all actives have a fitted effect of over 65% in size
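GFP signal (ex488/em500-530) from TGF-beta-stimulated HEPG2 CAGA-GFP cells, 500 pg/mL final, 18 h at 37 degrees C in DMEM plus 1% FBS, normalized to unstimulated and DMSO-stimulated controls.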
Nrf2 block – Nrf2 qHTS screen for inhibitors; A549 ARE-Fluc reporter, luciferase luminescence, 18-24 h; Potency, µM (series often up to 46 µM), without a hit: top-dose activity change, negative = inhibition, most hits filed as inhibitors; actives 2.1% (n = 360,000); AID 504444, 2011; also: potency is read from the fitted curve at half-maximal effect; % is scaled to controls: 0 for no effect and ±100 for the full control effect; nearly all actives have a fitted effect of over 60% in size
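Cells were seeded and rested 2 h, then exposed to compounds for 18-24 h. CellTiter-Fluor was read first as a viability measure. BugLite was added 15 min before the final luminescent read of ARE-luciferase activity in A549 cells.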
pAkt inh – HTS Assay for Inhibitors of Akt Phophorylation: Primary Screen; Neuro2A IGF-stimulated pAkt S473 HTRF, 20 min; stronger effect = lower value; activity change, % for hits at 50 µM; actives 0.32% (n = 360,000); AID 651550, 2012; in the data active = activity change below about -80%; inconclusive = mostly about -51% to -80%; also: % is scaled to controls: 0 for no effect and ±100 for the full control effect
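Single-point screen (50 µM final compound) in Neuro2A cells stimulated 20 min with 6 nM IGF at 37 deg C. After lysis, Ser473-phosphorylated Akt read by HTRF (ex 330 nm, em 615/665 nm) as the 665/615 ratio.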
Nrf2 ARE act – qHTS of Nrf2 Activators | AREc32 ARE-luciferase reporter (MCF7-derived line), luminescence, 24 h | Potency, µM (titrated, usually from 46.1 µM), for inactives: at the highest dose activation, most hits filed as activators | actives 0.31% (n = 410,000) | AID 624171, 2012; also: potency is read from the fitted curve at half-maximal effect; % of control where 0% means no effect; nearly all actives have a fitted effect of over 65% in size
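For detection, Steady-Glo was added and plates sat 30 min at RT; before that, AREc32_Fluc cells grown overnight in OPTI-MEM/5% FBS had been treated with 23 nL compound for 24 hr at 37 deg C.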
A549 viability – Nrf2 qHTS screen for inhibitors: counterscreen for cytotoxicity; A549 ARE-Fluc cells, CellTiter-Fluor viability, 18-24 h; Potency, µM (top dose mostly 46 µM), without a hit: at the top dose activity change, negative = cytotoxicity, usual class: inhibitors; actives 0.16% (n = 390,000); also: potency is read from the fitted curve at half-maximal effect; % is scaled to controls: 0 for no effect and ±100 for the full control effect
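Cytotoxicity counterscreen: CellTiter-Fluor fluorescence was measured in A549 ARE_Fluc cells after 18-24 h of compound exposure in a concentration series. The subsequent BugLite luminescent read reports ARE-luciferase activity.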
MmCpn inh – Inhibitors of TCP-1 ring complex (TRiC) of Methanococcus maripaludis (MmCpn): qHTS | AID 504842, 2011 | Potency, µM (top dose mostly 76.9 µM), for inactives: top-dose activity, negative = inhibition, most hits filed as inhibitors | purified Mm-Cpn ATPase, ADP Transcreener TR-FRET | actives 0.031% (n = 330,000); also: potency is read from the fitted curve at half-maximal effect; % is scaled to controls: 0 for no effect and ±100 for the full control effect; nearly all actives have a fitted effect of over 80% in size
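25 nM Mm-CPN + cpd, 10 min 37°C; + 10 uM ATP, 30 min 37°C; buffer 30 mM Tris pH 7.4, 100 mM KCl, 5 mM MgCl2, 1 mM DTT; Transcreener ADP HTRF detection 30 min RT.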
EPAC2 ag – qHTS for Agonist of cAMP-regulated guanine nucleotide exchange factor 4 (EPAC2): primary screen | Rap guanine nucleotide exchange factor 4 (Homo sapiens), Q8WZA2 | EPAC2 activation, biochemical qHTS; response scale: 100% = 6.5 mM cAMP response | Potency, µM (doses to about 154 µM), for inactives: at the top dose activation, usual class: activators | actives 0.079% (n = 360,000); also: potency is read from the fitted curve at half-maximal effect; nearly all actives have a fitted effect of over 50% in size
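Guanine nucleotide exchange by EPAC2 is measured as reduced fluorescence of BODIPY-GDP once it is released from 250 nM Rap1B. Plates are read kinetically for 30 min at room temperature; results are scaled to 6.5 mM cAMP.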
The depositor's hits bear a star; i = inactive; u = inconclusive; x = no result given. Unless noted, calls follow the shape of the dose curve; as a rule, active = well fitted curve in the direction sought with a large enough effect; inconclusive = small, poorly fitted or top-dose-only effect, or another doubt; inactive = no such curve, though single readings can be large; an effect the other way counts as inactive or inconclusive.

Each structure is followed by: Nrf2 block	MmCpn inh	A549 viability	TGFb SMAD3 inh	EPAC2 ag	Nrf2 ARE act	EPAC2 antag	CCT chaperon mod	pAkt inh
Cc1ccc(NC(=O)CSc2nnc(NC(=O)C3CC3)s2)cc1C
    2.3%	0.7%	1.2%	9.1%	9.1%	-0.3%	-11.6%	-0.8	i
CC(=O)Nc1ccc(S(=O)(=O)Nc2cccc(-c3cn4c(n3)SCC4)c2)cc1
    -0.9%	3.1%	0.2%	28.7%	10.0%	0.3%	-2.8%	-0.7	i
CCOc1nc(NCCN2CCOCC2)nc(Nc2ccc([N+](=O)[O-])cc2)n1
    5.6%	2.3%	10.2%	-3.5%	2.5%	-0.1%	-3.6%	-8.7	i
Cc1ccc(NC(=S)N(CCN(C)C)Cc2cc3cccc(C)c3[nH]c2=O)cc1
    6.0%	0.1%	13.6%	2.5%	3.3%	4.2%	-14.4%	-2.1	i
Cc1ccc(-c2c[nH]c(=S)n2-c2ccccc2)cc1
    1.8%	-4.1%	10.2%	-13.8%	11.5%	-0.4%	-15.1%	-3.7	i
N=C1SCC(=O)N1c1nc(-c2ccccc2)cs1
    u	-2.4%	2.0%	-0.9%	0.9%	0.2%	11.5%	-0.2	i
CC1CCCN(CCCNS(=O)(=O)c2ccc3c(c2)CCN3C(=O)C2CC2)C1 (stereo not given)
    -9.0%	0.6%	1.9%	12.8%	12.4%	-0.2%	-1.3%	0.5	i
CNC(=O)CCSc1ccc(C)cc1
    0.1%	1.1%	-0.6%	17.5%	-5.8%	-0.1%	10.3%	0.2	i
C#Cc1ccc([C@H]2C=C(C(=O)O)O[C@@H](OCCCCO)C2)cc1
    5.8%	x	-4.3%	2.7%	-6.0%	7.7%	6.8%	-1.0	i
CCN1CCCC1CNC(=O)c1ccc(Sc2ccccc2Cl)c([N+](=O)[O-])c1 (stereo not given)
    3.8%	2.0%	-2.5%	3.2%	-1.8%	3.4%	-7.2%	1.7	i
COc1ccccc1NC(=O)C1CCCN(S(=O)(=O)c2ccccc2)C1 (stereo not given)
    1.0%	-4.2%	2.8%	-1.1%	10.6%	-0.3%	-9.9%	-2.5	i
Nc1nonc1C(=O)NCCN=Cc1cc(Cc2ccccc2)cc(Br)c1O
    -20.8%	-0.1%	-16.1%	u	17.4%	4.1%	-1.9%	-0.3	i
CSCCC(NC(=O)c1ccco1)C(=O)NC1CCCCCC1 (stereo not given)
    4.1%	0.8%	-3.0%	0.0%	6.7%	0.1%	1.3%	-1.7	i
O=C(CN1CCN(c2ncc(C(F)(F)F)cc2Cl)CC1)NC(=O)NCc1ccccc1
    4.4%	-0.1%	-0.1%	2.8%	1.0%	-0.1%	8.7%	0.0	i
CN(CC(=O)Nc1ccccc1Cl)C(=O)COC(=O)c1nc(Cl)ccc1Cl
    15.9%	0.8%	-6.1%	-0.8%	4.6%	3.1%	12.6%	1.5	i
COc1ccccc1N1CC(C(=O)Nc2nnc(SCC(=O)N3CCCC3)s2)CC1=O (stereo not given)
    8.3%	x	11.4%	15.8%	-3.6%	0.1%	u	-2.2	i
Cn1cc(Cl)c(C(=O)Nc2nccs2)n1
    5.5%	0.5%	-2.9%	12.2%	7.3%	9.3%	-6.2%	-0.4	i
CCCNC(=O)Cn1c(=O)oc2cc(S(=O)(=O)N3CCCC3)ccc21
    2.2%	0.2%	1.9%	-1.5%	11.9%	-0.2%	6.0%	-1.5	i
Cc1[nH]nc(-c2ccc(OCc3cnn(-c4ccccc4)c3)cc2O)c1Oc1ccccc1F
    -20.9%	0.0%	-1.2%	u	15.8%	-0.3%	-10.6%	-0.1	i
S=C(Nc1ccccc1)N1CCn2cccc2C1c1cccnc1 (stereo not given)
    11.9%	1.1%	-3.5%	6.1%	-2.6%	0.2%	-0.2%	-1.5	i
O=C(CCc1c[nH]c2ccccc12)NCCc1ccc(O)cc1
    -2.3%	1.1%	-3.0%	0.0%	5.3%	-0.7%	0.0%	-1.1	i
Nn1c(SCC(=O)Nc2ccc3c(c2)CCC3)nnc1C1CC1
    2.7%	0.3%	-1.0%	-4.0%	-2.2%	0.1%	7.3%	-0.2	i
O=S(=O)(NCCC1=CCCCC1)c1ccc(Br)cc1
    u	-2.0%	-6.3%	u	12.7%	-0.4%	-21.8%	0.0	i
C/C(=C\C1CCCCC1)C(NC(=O)c1ccc(C(F)(F)F)cc1)c1ccc(-c2ccccc2)cc1 (stereo not given)
    9.6%	x	9.0%	13.1%	0.3%	3.1%	14.1%	2.4	i
Cc1cc(Br)ccc1NC(=O)CSc1c2c(nc3ccccc13)CCC2
    -16.2%	x	-11.4%	u	x	3.3%	x	x	x
COc1ccccc1CNC(=O)COC(=O)CCN1C(=O)C2CC=CCC2C1=O (stereo not given)
    x	x	x	1.5%	9.4%	0.3%	14.8%	-2.3	i
CCOc1ccc(N(CCC#N)S(=O)(=O)c2ccc(OC)cc2)cc1
    u	-0.6%	-15.9%	-16.3%	-3.9%	-0.7%	-6.9%	2.3	i
CN(C)CCCN(C(=O)c1nc2ccccc2s1)c1nc2ccc(F)cc2s1
    3.6%	x	-0.8%	-1.7%	-0.2%	-0.7%	2.7%	-1.1	i
O=C(Nc1ccc2c(c1)OCO2)C1CC1
    u	1.9%	-1.6%	-23.3%	2.7%	0.5%	9.1%	0.9	i
OC(c1ccc(F)cc1)c1nc(-c2cnc3ccccc3c2)cs1 (stereo not given)
    x	x	x	33.2%	27.0%	7.2%	1.4%	-1.5	i

Some entries already given with just EPAC2 antag, CCT chaperon mod and Nrf2 ARE act.
smiles	EPAC2 antag	CCT chaperon mod	Nrf2 ARE act
Cc1ccc(NC(=O)CSc2nnc(NC(=O)C3CC3)s2)cc1C	-11.6%	-0.8	-0.3%
CC(=O)Nc1ccc(S(=O)(=O)Nc2cccc(-c3cn4c(n3)SCC4)c2)cc1	-2.8%	-0.7	0.3%
CCOc1nc(NCCN2CCOCC2)nc(Nc2ccc([N+](=O)[O-])cc2)n1	-3.6%	-8.7	-0.1%

More records follow.
Each structure is followed by: Nrf2 block	MmCpn inh	A549 viability	TGFb SMAD3 inh	EPAC2 ag	Nrf2 ARE act	EPAC2 antag	CCT chaperon mod	pAkt inh
Cc1cc(NCC(c2ccccc2)c2ccccc2)n2ncnc2n1
    -5.9%	0.0%	1.2%	-4.9%	-1.7%	2.3%	-23.7%	2.6	i
CCOC(=O)C1CCCN(C(=O)c2ccc3[nH]c4c(c3c2)CC(C)CC4)C1 (stereo not given)
    -7.3%	0.1%	14.8%	-8.2%	-4.3%	2.7%	-16.5%	-5.8	i
O=C(c1ccc(-n2cncn2)c([N+](=O)[O-])c1)N1CCN(S(=O)(=O)c2ccc(F)c(F)c2)CC1
    2.2%	0.9%	-3.1%	-17.5%	2.7%	1.9%	8.2%	6.0	i
O=C(c1cccnc1)N1CCCc2ccccc21
    -0.3%	-8.2%	1.1%	-10.2%	7.2%	-0.3%	6.3%	0.4	i
CCn1nc(C(=O)Nc2cc(Cl)ccc2-n2cncn2)c2ccccc2c1=O
    1.7%	0.2%	-0.1%	8.4%	-2.5%	4.2%	3.8%	-1.0	i
Cc1ccc(NC(=O)NNC(=O)COc2ccc([N+](=O)[O-])cc2)cc1C
    12.9%	-1.0%	4.9%	-18.3%	8.7%	0.1%	8.4%	-0.9	i
CC(=O)c1cccc(N(C(=O)c2cnccn2)C(C(=O)NCc2ccccc2)c2ccco2)c1 (stereo not given)
    -3.5%	-2.9%	-0.5%	0.7%	8.9%	0.3%	-3.8%	-2.5	i
COc1ccc(C(=O)Nc2nc3cc(OC)c(OC)cc3c(=O)[nH]2)cc1
    -12.9%	-6.5%	2.1%	-16.3%	1.2%	-0.1%	2.1%	-4.0	i
O=C(OCc1ccc(Cl)cc1)c1cnccn1
    -12.5%	0.9%	-5.9%	3.1%	4.0%	-0.2%	0.5%	-1.1	i
CCc1c(O)nc(SCC(=O)Nc2ccc3c(c2)CCC3)[nH]c1=O
    x	1.4%	1.8%	-0.3%	17.8%	-0.4%	0.5%	-3.5	i
CCCCN(N=Nc1nonc1OC)c1nonc1OC
    5.4%	-1.5%	0.3%	5.7%	14.0%	3.9%	-3.8%	-0.8	i
CC(=O)N1C(=O)/C(=C2\SC(=S)N(c3c(C)n(C)n(-c4ccccc4)c3=O)C2=O)c2ccccc21
    -5.3%	-0.2%	10.2%	-5.4%	13.9%	7.0%	1.8%	-0.7	i
COC(=O)c1cc(-c2ccc(OC)cc2)on1
    -2.9%	-3.9%	1.1%	-3.3%	17.5%	0.3%	0.1%	-4.6	i
COc1ccc(CCNC(=O)/C=C\c2ccccc2)cc1OC
    -15.9%	3.2%	-3.4%	6.8%	10.5%	-0.8%	-4.8%	0.4	i
CCOc1ccccc1N(C(=O)CNS(=O)(=O)c1ccccc1)C(CC)C(=O)NCc1ccco1 (stereo not given)
    13.6%	-5.4%	14.8%	-23.9%	-11.0%	-0.7%	13.8%	3.5	i
O=C(CN1C(=O)NC2(CCCC2)C1=O)OCCOc1ccc(Br)cc1
    1.4%	0.2%	-2.0%	-6.7%	0.1%	0.0%	9.8%	-4.5	i

An excerpt; count on the stated rates, not on these rows.
